MCF10A rereplic: inducers of DNA re-replication in MCF 10A breast cells; MCF 10A DNA re-replication, Hoechst nuclear intensity, 48 h; Potency, µM (series often up to 46.1 µM), without a hit: at the top dose activity, positive = re-replication, actives largely listed as activators; hit rate 2.9% among 350,000; also: potency is read from the fitted curve at half-maximal effect; % of control where 0% means no effect; nearly all actives have a fitted effect of over 50% in size
ATXN viability: viability counter-screen for ATXN expression inhibitors; hit rate 0.49% among 400,000; S2 cells (HEK-293 line with an ATXN2-luciferase reporter) viability, CellTiter-Fluor protease fluorescence, 24 h; AID 651635; Potency, µM (doses to about 56.7 µM), hits mostly cytotoxic; also: potency is read from the fitted curve at half-maximal effect; nearly all actives have a fitted effect of over 40% in size
SW480 rerep: induces DNA re-replication in SW480 colon adenocarcinoma cells; SW480 DNA re-replication, Hoechst DNA content imaging, 48 h; Potency, µM (series often up to 46.1 µM), for the others: at the highest dose re-replication activation, usual class: activators; hit rate 1.8% among 340,000; AID 624297; also: potency is read from the fitted curve at half-maximal effect; % of control where 0% means no effect; nearly all actives have a fitted effect of over 55% in size
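SW480 cells exposed to compounds for 48 hr at 37 C, 5% CO2, then Hoechst-stained 40 min. Nuclear DNA content imaged by fluorescence scanning (405 nm excitation, 500-530 nm emission); re-replication scored as increased high-intensity nuclei.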
KB-3-1 tox: kills parental KB-3-1 adenocarcinoma cells; KB-3-1 viability, CellTiter-Glo ATP luminescence, 72 h; Potency, µM (titrated, usually from 46.1 µM), inactives show at the highest dose activity change, negative = cytotoxic, usual class: cytotoxic; hit rate 1.4% among 400,000; AID 1347075; also: potency is read from the fitted curve at half-maximal effect; % is scaled to controls: 0 for no effect and ±100 for the full control effect; nearly all actives have a fitted effect of over 60% in size
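Parental KB-3-1 viability, qHTS format: 72 h compound exposure, 37 °C; CellTiter-Glo; media-only wells and DMSO plates as controls; concentration-effect fits on corrected data.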
HT1080 IDH1KD tx: kills HT-1080 cells with IDH1 knockdown; HT-1080 IDH1 knockdown viability, ATP luminescence, 48 h; Potency, µM (highest dose often 46.1 µM), for the others: top-dose activity, negative = toxicity, usual class: cytotoxic; hit rate 2% among 360,000;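 also: potency is read from the fitted curve at half-maximal effect; 0% = DMSO wells and -100% = cell-free medium wells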
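CellTiter-Glo luminescence after 48 h compound exposure at 37 degrees C of IDH1-knockdown HT-1080 cells in 5% FBS RPMI. %Activity scaled between DMSO wells and cell-free media wells, with curves fitted and assigned curve classes.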
IL1B secr inh: inflammasome signaling inhibition, IL-1 beta readout. THP-1 LPS/ATP IL-1B secretion, AlphaLISA, 16 h; hits give low values. activity change, % at 57.5 µM. hit rate 4.7% among 360,000. AID 743279; in the data active = activity change below about -50%; inconclusive = mostly about -30% to -49%; also: % is scaled to controls: 0 for no effect and ±100 for the full control effect
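THP-1 cells pretreated 1 hr with compounds (up to 57.5 uM final), then stimulated with LPS (250 ng/mL final) plus ATP (1.25 mM final); secreted IL-1B measured by AlphaLISA after 16 hr, decreased signal indicating inhibition.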
HT1080-NT tox: kills 2HG-producing HT-1080-NT fibrosarcoma cells; HT-1080-NT fibrosarcoma viability, CellTiter-Glo ATP luminescence, 48 h; AID 686970; hit rate 1.6% among 360,000; Potency, µM (top dose mostly 46.1 µM), without a hit: top-dose activity, negative = less viability, most hits filed as cytotoxic;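 also: NT is the 2HG producing partner of a matched IDH1 knockdown line; potency is read from the fitted curve at half-maximal effect; 0% = DMSO-treated cells and -100% = media-only wells without cells; nearly all actives have a fitted effect of over 55% in size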
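A 48-hour cytotoxicity screen used HT-1080-NT cells plated 2 hours before compound delivery. ATP-based CellTiter-Glo luminescence measured viability, normalized to DMSO and no-cell controls.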
ATXN2 expr inh: reduces ATXN2 reporter expression in HEK-293 cells; HEK-293 ATXN2-luciferase reporter, luminescence, 24 h; Potency, µM (highest dose often 57 µM), for the others: at the highest dose activity change, negative = inhibition, most hits filed as inhibitors; hit rate 0.72% among 360,000; also: potency is read from the fitted curve at half-maximal effect; % is scaled to controls: 0 for no effect and ±100 for the full control effect; nearly all actives have a fitted effect of over 55% in size
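qHTS (up to 57 uM final) was run with 24 h compound exposure of reporter cells at 37 °C. Each well was multiplexed: SteadyGlo luminescence measured ATXN2-luciferase expression after a fluorogenic Gly-Phe-AFC viability readout (25 uM final).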
KB-V1 cytotox: kills drug-selected multidrug resistant KB-V1 cells | hit rate 3.4% among 400,000 | AID 1347076 | Potency, µM (titrated, usually from 46.1 µM), without a hit: top-dose activity change, negative = cytotoxicity, most hits filed as cytotoxic | KB-V1 MDR cells viability, CellTiter-Glo, 72 h; also: potency is read from the fitted curve at half-maximal effect; % is scaled to controls: 0 for no effect and ±100 for the full control effect; nearly all actives have a fitted effect of over 60% in size
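In this primary screen, KB-V1 cells overexpressing P-gp are incubated with library compounds (lowest to highest concentration) for 72 h at 37 degrees C before a luminescent ATP viability read.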
An asterisk follows results filed as active; i = inactive; ? = inconclusive; nt = no result given; [ ] = another dose, or the depositor's remark. Unless noted, calls follow the shape of the dose curve; as a rule, active = well fitted curve in the direction sought with a large enough effect; inconclusive = small, poorly fitted or top-dose-only effect, or another doubt; inactive = no such curve, though single readings can be large; an effect the other way counts as inactive or inconclusive. Random draw from the library; overall some 11% were active at least once.

SMILES | MCF10A rereplic | ATXN viability | SW480 rerep | KB-3-1 tox | HT1080 IDH1KD tx | IL1B secr inh | HT1080-NT tox | ATXN2 expr inh | KB-V1 cytotox
C=CCNC(=S)N/N=C(\C)c1ccccn1 | ? | nt | ? | ? | ? | -12 | ? | -91% | ?
CC1=NN(C(N)=S)C(=O)C1N=Nc1ccc(Br)cc1 (stereo unspecified) | 13% | ? | -3% | ? | -7% | 1 | -3% | 41%[activator] | ?
O=C(N/N=C/C(Br)=C\c1ccccc1)c1cccs1 | 98% | i | ? | 4% | 21µM* | nt | ? | 85%[activator] | -25%
O=C(NCCCN1CCCC1=O)C1CCC(CNS(=O)(=O)c2ccc(Cl)cc2)CC1 (stereo unspecified) | 7% | i | -3% | -2% | 2% | 10 | -5% | -7% | -5%
CCN(CC)P(=O)(Nc1ccc([N+](=O)[O-])cc1)c1c(C)nn(CCC#N)c1NC(=O)c1ccc(Cl)cc1Cl (stereo unspecified) | -1% | i | 9% | -4% | -16% | -7 | -10% | -22% | -4%
COc1ccc(CCC(=O)NNC(=O)c2cc(Cl)ccc2OC)cc1OC | 5% | i | 4% | 19% | -2% | -7 | 10% | -9% | ?
COc1ccc(/C=N/NC(=O)c2cccnc2)cc1COc1ccc([N+](=O)[O-])c(C)c1 | 2.1µM* | i | 12µM* | 6.5µM* | 2.1µM* | nt | 2.6µM* | -6% | ?
Cc1[nH]c2ccc(F)cc2c1CCN(Cc1ccncc1)C(=S)Nc1ccccc1 | 3% | i | 1% | -7% | -19% | -70* | -28% | -28% | ?
N#Cc1c(N)n(-c2ccc(C(=O)O)cc2)c2nc3ccccc3nc12 | 18µM* | nt | ? | 0% | 10% | -9 | 1% | nt | 0%
COc1ccc(-c2nnc(Sc3nc4ccccc4o3)c3ccccc23)cc1 | 0% | i | 7% | 4% | ? | -101* | ? | -3% | ?
COCCCNCCCOc1ccc(Cl)cc1Br | 1% | nt | -2% | -15% | -26% | -25 | ? | nt | -26%
O=C(CCN1C(=O)NC2(CCCC2)C1=O)Nc1cccc(S(=O)(=O)N2CCOCC2)c1 | 0% | i | -36%[inhibitor] | 2% | 4% | 7 | 0% | 24% | 0%
CC(C)(O)/C=C/C[C@](C)(O)C1CC[C@]2(C)C1[C@H](O[C@H]1O[C@@H](CO)[C@H](O)[C@@H](O)[C@@H]1O)CC1[C@@]3(C)CC[C@H](O)C(C)(C)C3[C@@H](O)C[C@]12C (stereo partly specified) | -4% | i | -65%[inhibitor] | 0% | 12% | 43 | 18% | 6% | -14%
Cc1ccccc1OCC(=O)OCC(=O)Nc1ccc2c(c1)OCCO2 | 11% | i | 1% | -2% | 0% | -17 | -2% | nt | ?
Cc1ccc(N2C(=O)c3ccccc3NC2C(C)Cc2ccc3c(c2)OCO3)cc1 (stereo unspecified) | ? | nt | 4% | ? | -25% | -29 | -15% | nt | ?
CCc1ccc(NC(=O)CS(=O)CC(=O)NC(C)CCc2ccco2)cc1 (stereo unspecified) | -2%[9.22 µM] | i | -4% | 7% | 0% | 12 | 11% | 2% | 1%
Cc1ccc(CNC(=O)CN(C(=O)N2CCN(C)CC2)S(=O)(=O)c2ccc(C)cc2)cc1 | 0% | i | -6% | 15% | 19% | -12 | 17% | -2% | 1%
COc1cc(NC(=O)Cn2cc(C(=O)c3ccc(F)cc3)c(=O)c3ccc(C)nc32)cc(OC)c1 | nt | ? | nt | -3% | nt | nt | nt | -24% | 2%
COc1ccccc1CNC(=O)c1cc(-c2ccncc2)nc2c(Cl)cccc12 | 13% | i | ? | 0% | -1% | -15 | -3% | 3% | -14%
COc1ccc(OC)c(C(=O)CSc2nnc(Cc3cccs3)n2CCc2ccccc2)c1 | ? | ? | 11% | 19% | ? | -18 | ? | ? | 4%
COc1ccc(C(C)=O)cc1Cn1c(C)c(C(=O)NCc2ccc(C(F)(F)F)cc2)sc1=O | nt | i | nt | 6% | -19% | 0 | ? | -25% | ?
COc1cc2cc(Br)cc(Br)c2nc1C | 3% | i | -9% | 10% | 1% | -8 | -7% | -1% | 0%
O=C(CCc1ccccc1)Nc1ccc(S(=O)(=O)NC2=NCCCCC2)cc1 | -9% | i | 5% | -10% | -11% | 18 | 1% | 0% | -1%
Cc1c(C(=O)NCc2ccc(C(F)(F)F)cc2)sc(=O)n1Cc1cccc(F)c1 | nt | i | nt | ? | ? | 40 | ? | ? | ?
Nc1nc(SCC(=O)Nc2cc(-c3ccccc3)nn2-c2ccccc2)n[nH]1 | ? | i | 5% | 17% | ? | 1 | ? | 13% | 1%
Cc1ccc(NC(=O)NCc2cccn2C)cc1C | 3% | i | 1% | 0% | 2% | -12 | 19% | -12% | 11%
OCCCn1c(-c2ccc(F)cc2)csc1=Nc1ccc(F)cc1 | nt | ? | nt | 1% | nt | nt | nt | -1% | 1%
CC(C)c1ccc(-c2cc(C(=O)N3CCOCC3)c3cc(Br)ccc3n2)cc1 | 6% | i | 1% | ? | -5% | -73* | -2% | 15% | ?
CC(=O)NC1=C(NC2CCS(=O)(=O)C2)C(=O)c2ccccc2C1=O (stereo unspecified) | ? | ? | 18µM* | ? | -9% | 22 | -10% | -27% | -25%
Cc1ccc(C(=O)NCCNC(=O)c2ccco2)cn1 | -11% | i | -3% | -1% | 10% | 22 | 13% | -1% | 27%
C/C(=N\NC(=O)c1nnn(-c2nonc2N)c1CN1CCc2ccccc21)c1ccccc1O | ? | ? | ? | ? | 0% | 93 | -12% | nt | -5%
O=C(Nc1cc(C(F)(F)F)ccc1N1CCOCC1)C1CC1 | -2% | i | ? | -8% | -13% | -13 | -7%[9.24 µM] | -11% | -3%
O=C(O)C1(P(=O)(c2ccccc2)c2ccccc2)CCCC1 | -5% | i | -4% | 3% | 13% | 10 | 5% | nt | -2%
COC(=O)Cn1c(CN(Cc2ccccc2)Cc2ccccc2)nc2c1c(=O)[nH]c(=O)n2C | -7% | i | 1% | -13% | -15% | 7 | -17% | -7% | 5%
COc1ccc(-c2ccc(=O)n(CC(=O)NC3CCc4ccccc43)n2)cc1OC (stereo unspecified) | -10% | ? | -24% | 6% | 9% | ? | 11% | 8% | ?
O=S(=O)(N1CCCCCC1)N1CCN(S(=O)(=O)N2CCOCC2)CC1 | -4% | i | 0% | 8% | 16% | 2 | 5% | -5% | -1%
O=C(c1ccc(OC2CCN(CCc3ccccc3)CC2)cc1)N1CCCCC1CCCO (stereo unspecified) | 10% | ? | 15% | 8% | -9% | i | -1% | -11% | -2%
COc1ccc(-c2ccccc2)cc1NCc1ccccc1C | -1% | i | -1% | -3% | 0% | -13 | 6% | 18% | 9%
Cc1ccc(C(=O)Cn2cc([N+](=O)[O-])nc2C)cc1 | -1% | i | ? | -10% | 2% | 24 | 16% | -1% | 10%
CSc1nc(N)n2nc(C(C)(C)C)cc2n1 | 0% | i | -11% | 4% | 2% | 17 | 2% | 21% | 30%
CCOC(=O)N1CCC(Nc2ccc(N3C(=O)C4CCCCC4C3=O)cc2[N+](=O)[O-])CC1 (stereo unspecified) | 5% | i | 1% | -4% | -9% | 12 | -1% | nt | -20%
COc1ccc(C(=O)N2CCC(N3CCN(c4ccccc4)CC3)CC2)cc1OC | 3% | i | -9% | 11% | 6% | -13 | 21% | -11% | -4%
Nc1ccc(Nc2ccccc2)c(Cl)c1 | 14% | i | 0% | -2% | -7% | -7 | -19% | 6% | -2%
COc1ccc(OCCCC(=O)Nc2ccc3c(c2)OCO3)cc1 | 19% | i | -6% | -7% | -1% | -5 | -1% | -4% | -39%
CSCCC(NC(=O)c1ccco1)C(=O)Nc1cc(C)ccn1 (stereo unspecified) | 0% | i | -2% | 2% | 10% | -9 | -1% | 55%[activator] | -10%
CCOc1ccc(-c2nc(C#N)c(NCc3ccc4c(c3)OCO4)o2)cc1 | 1% | i | 22% | -11% | -11% | -21 | 0% | 8% | -12%
CC(=O)c1cccc(NC(=O)c2ccc(N(Cc3ccc(C)cc3)S(C)(=O)=O)cc2)c1 | 23% | i | 25% | -1% | ? | -30 | ? | ? | ?
CCOc1ccc(Cc2noc3c2C(=O)CCC3)cc1OCC | 17% | i | 7% | 7% | -12% | 28 | 0% | -6% | -18%
CCc1ccc(C2C(C#N)=C(N)SC(N)=C2C#N)s1 | 1% | i | 0% | 24% | -11% | 0 | -6% | -2% | 12%
CCCc1nnc(NC(=O)CCC(=O)N2CCCCC2CC)s1 (stereo unspecified) | -17% | i | -3%[9.22 µM] | -3% | 10% | 18 | 7% | 14% | -4%
COCCNC(=O)CN(c1cc(Cl)ccc1OC)S(=O)(=O)c1ccc(C)c([N+](=O)[O-])c1 | 3% | i | -2% | -4% | -8% | -3 | -6% | 2% | -9%
COc1cc(C(=O)N/N=C/c2sc(=O)n(-c3ccccc3)c2Cl)cc(OC)c1OC | -4% | ? | -4% | ? | 11% | -71* | 0% | 8% | ?
CCCCNC(=O)c1cnc2sc(N3CCCCC3)nn2c1=O | nt | ? | nt | 7% | nt | nt | nt | -15% | 4%
CN(C)Cc1c(C(=O)N/N=C/c2ccccc2OCc2c(F)cccc2Cl)nnn1-c1nonc1N | ? | i | ? | ? | 8.2µM* | 41 | 12µM* | -37% | ?

Entries of single compounds from above:
COc1ccc(-c2nnc(Sc3nc4ccccc4o3)c3ccccc23)cc1 in the list: MCF10A rereplic = 0%; ATXN viability = i; SW480 rerep = 7%; KB-3-1 tox = 4%; HT1080 IDH1KD tx = ?; IL1B secr inh = -101*; HT1080-NT tox = ?; ATXN2 expr inh = -3%; KB-V1 cytotox = ?
COc1ccccc1CNC(=O)c1cc(-c2ccncc2)nc2c(Cl)cccc12 in the list: MCF10A rereplic = 13%; ATXN viability = i; SW480 rerep = ?; KB-3-1 tox = 0%; HT1080 IDH1KD tx = -1%; IL1B secr inh = -15; HT1080-NT tox = -3%; ATXN2 expr inh = 3%; KB-V1 cytotox = -14%
